High-throughput results deposited in PubChem BioAssay by several laboratories.
m5-HT2A agonist: activates the mouse 5-HT2A serotonin receptor | P35363 | activation, % at 7.6 µM | actives 0.66% (n = 360,000) | CHO-K1 mHTR2A beta-arrestin complementation, luminescence; percent of 30 µM serotonin response;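 active = activation above a run cutoff, the mean activation of all tested compounds plus 3 SD, cut at about 14% in these data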;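 note: 0% = plate median of compound wells and 100% = 30 µM serotonin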
hiPSC survival: increases survival of single human iPS cells | hiPSC single-cell survival, ATPlite luminescence; 100% = ROCK inhibitor wells, 0% = DMSO | survival enhancement, % at 20 µM | actives 0.044% (n = 360,000); in the data active = survival enhancement above about 18%;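 note: cells exposed to compounds for 16 hours before the ATP read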
Shn3 inh set2: reduces Shn3 3'UTR luciferase signal in osteoblasts | Clone20 osteoblast Shn3 3'UTR firefly luciferase, 24 h | actives 0.52% (n = 360,000) | inhibition, % at 12.5 µM | AID 588674;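 active = mean inhibition of at least 75% with every replicate also reaching 75%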;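 note: 0% = median of neutral control wells and 100% = pilot-screen positive control compound; some compounds past the cut are filed as inactive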
NR2E3 ag-1: agonists of human nuclear receptor NR2E3; Q9Y5X4; GST-NR2E3/biotin-RetCOR TR-FRET, 1536-well; inhibition of corepressor binding, % at 4.78 µM; actives 0.12% (n = 320,000); AID 2300;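 active = percent inhibition above the cutoff of mean plus 3 SD of all tested compounds, set per screening campaign, cut at about 20% in these data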;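 note: 0% = DMSO wells and 100% = biotin wells as full block of FRET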
Target sequence (Q9Y5X4 whole entry, looked up): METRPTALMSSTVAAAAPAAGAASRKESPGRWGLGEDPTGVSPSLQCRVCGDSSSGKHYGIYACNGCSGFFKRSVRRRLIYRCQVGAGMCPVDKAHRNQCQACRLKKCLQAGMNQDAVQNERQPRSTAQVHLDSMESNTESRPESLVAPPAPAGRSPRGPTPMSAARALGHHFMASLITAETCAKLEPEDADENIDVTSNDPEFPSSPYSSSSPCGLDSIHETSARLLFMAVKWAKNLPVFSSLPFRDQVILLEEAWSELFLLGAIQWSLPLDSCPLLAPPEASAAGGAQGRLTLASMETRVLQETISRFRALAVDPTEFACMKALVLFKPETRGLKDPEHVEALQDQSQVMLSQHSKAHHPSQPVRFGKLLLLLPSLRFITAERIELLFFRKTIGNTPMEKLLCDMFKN
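Material – GST-tagged NR2E3 plus biotinylated RetCOR corepressor · Quantity – NR2E3 fusion 1.35 nM · Times – 5 h incubation at 4 °C · Medium – pH 7.5 Tris-based buffer · Technique – TR-FRET, Eu(K)-anti-GST donor, streptavidin-D2 acceptor, ex 340, em 617/671 nm · Benchmarks – high control biotin, low control 0.6% DMSO · Format – 1536-well plates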
PDI inh: inhibitors of human protein disulfide isomerase; actives 0.052% (n = 350,000); PDI insulin aggregation turbidity, A650, 90 min; inhibition, % at 10 µM; P07237;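 active = mean inhibition across replicates of 30% or more, whatever share of single replicates reach that level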;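 note: absorbance from insulin aggregation driven by PDI reduction with DTT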
Target sequence (P07237 whole entry, looked up): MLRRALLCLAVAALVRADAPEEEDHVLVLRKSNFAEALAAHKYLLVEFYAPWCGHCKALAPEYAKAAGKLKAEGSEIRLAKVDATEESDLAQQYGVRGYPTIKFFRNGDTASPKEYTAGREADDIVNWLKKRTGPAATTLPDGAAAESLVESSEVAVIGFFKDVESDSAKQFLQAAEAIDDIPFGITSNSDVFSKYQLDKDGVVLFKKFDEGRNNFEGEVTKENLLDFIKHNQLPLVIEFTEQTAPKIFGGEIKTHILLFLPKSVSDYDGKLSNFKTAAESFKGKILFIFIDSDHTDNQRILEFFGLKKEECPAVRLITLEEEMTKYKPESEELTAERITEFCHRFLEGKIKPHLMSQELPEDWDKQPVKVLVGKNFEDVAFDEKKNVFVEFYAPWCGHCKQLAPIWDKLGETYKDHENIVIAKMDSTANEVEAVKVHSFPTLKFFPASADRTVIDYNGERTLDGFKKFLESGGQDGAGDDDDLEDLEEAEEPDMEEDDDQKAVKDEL
NR2E3 ag-2: human photoreceptor-specific nuclear receptor agonism; Q9Y5X4; CHO-S Gal4-NCOR/VP16-NR2E3 two-hybrid, luciferase; inhibition of corepressor binding, % at 3.98 µM; actives 0.35% (n = 360,000); AID 602229;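 active = inhibition above the mean of all tested compounds plus 3 SD, cut at about 70% in these data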;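 note: 0% = DMSO with NR2E3 transfected cells and 100% = cells lacking NR2E3 construct; higher means lower luciferase signal from less NR2E3 corepressor binding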
MITF TRPM1 inh: reduces MITF-dependent TRPM1 promoter luciferase signal; AID 488899; actives 0.83% (n = 330,000); SK-MEL-5 TRPM1 promoter luciferase, 24 h; inhibition, % at 12.5 µM;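 active = mean inhibition across replicates of 60% or more, whatever share of single replicates reaches that level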; note: values of inactives mirror those of a sister screen read the other way
CaV13 FRET inh: Primary screen for inhibitors of IQ motif and Ca2+-dependent inactivation inhibitor domain binding in CACNA1D, Förster resonance energy transfer in living cells, …; HEK cells, CFP/YFP FRET ICDI-IQ, plate reader, 10 min; percent FRET-ratio fall versus neutral wells; inhibition, % at 12.3 µM; actives 0.098% (n = 340,000);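 active = mean replicate inhibition of at least 30% and at least 1% of replicates passing that level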;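 note: 0% = median of the neutral control wells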
Cardio protect: protects H9c2 cardiomyocytes from peroxide injury. actives 0.63% (n = 360,000). AID 588492. protection from H2O2 cell death, % at 20 µM. H2O2 injury protection, ATPLite, 2 h;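 active = compounds giving at least 50% protection of heart cells from peroxide-induced death in the single-dose screen, raw or plate-pattern-corrected value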;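 note: 0% = DMSO wells with peroxide and 100% = DMSO wells without peroxide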
HIF-2a inh: blocks HIF-2a reporter activity. 786-0 RCC cells HIF-2a reporter, luciferase luminescence, overnight. inhibition, % at 18.8 µM. actives 0.72% (n = 360,000);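 active = inhibition of the luminescence signal of 40% or more relative to plate controls, in a single-dose primary screen at 18.75 µM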
Peg3 promoter: inhibitors of Peg3 promoter. HeLa PEG-Prom luciferase reporter, luminescence, overnight. inhibition, % at 20 µM. actives 1.7% (n = 360,000). AID 588405;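 active = inhibition of at least 50% at 20 µM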
Active calls of the source: *.

Screening COc1ccc(NC(=O)c2ccc(-n3nc(C)cc3C)cc2)cc1OC returned m5-HT2A agonist 5.8, hiPSC survival 2.7, Shn3 inh set2 -3.0, NR2E3 ag-1 0.6, PDI inh -30.9, NR2E3 ag-2 -2.5, MITF TRPM1 inh -10.0, CaV13 FRET inh -5.0, Cardio protect -0.1, HIF-2a inh -113.4 and Peg3 promoter -243.0.
`Cc1ccccc1Cn1c(-c2ccc(=O)[nH]c2)nc2ccccc21` gave m5-HT2A agonist 4.2, hiPSC survival 0.4, Shn3 inh set2 -5.4, NR2E3 ag-1 -3.3, PDI inh 3.7, NR2E3 ag-2 -6.5, MITF TRPM1 inh 12.3, CaV13 FRET inh -19.8, Cardio protect -0.8, HIF-2a inh 16.4 and Peg3 promoter 9.6.
Screening CC(NS(=O)(=O)c1ccc(N)cc1)C1CC2CCC1C2 (stereo not given) returned m5-HT2A agonist 1.8, hiPSC survival 0.0, Shn3 inh set2 8.9, NR2E3 ag-1 -0.8, PDI inh -7.0, NR2E3 ag-2 25.2, MITF TRPM1 inh -4.1, CaV13 FRET inh -1.8, Cardio protect 3.3, HIF-2a inh 2.6 and Peg3 promoter 14.1.
Screening CCN(c1ccccc1)S(=O)(=O)c1ccc(N)cc1 returned m5-HT2A agonist 4.8, hiPSC survival 2.7, Shn3 inh set2 -10.8, NR2E3 ag-1 0.3, PDI inh 1.9, NR2E3 ag-2 20.3, MITF TRPM1 inh 2.9, CaV13 FRET inh 22.0, Cardio protect -0.2, HIF-2a inh 1.8 and Peg3 promoter -0.2.
Screening C[C@@H]1CN([C@H](C)CO)C(=O)c2cc(NS(=O)(=O)c3cn(C)cn3)ccc2O[C@H]1CN(C)C(=O)Nc1ccccc1 returned m5-HT2A agonist -0.5, hiPSC survival 0.6, Shn3 inh set2 8.9, PDI inh 4.3, NR2E3 ag-2 2.4, MITF TRPM1 inh -12.5, CaV13 FRET inh -5.4, Cardio protect 4.2, HIF-2a inh 9.1 and Peg3 promoter -2.5.
For O=C(Nc1ccnc(-c2ccncc2)n1)c1ccc(Cl)cc1 the results were m5-HT2A agonist 3.0, hiPSC survival 1.2, Shn3 inh set2 12.6, NR2E3 ag-1 -1.2, PDI inh -5.1, NR2E3 ag-2 -27.9, MITF TRPM1 inh 8.0, CaV13 FRET inh 8.5, Cardio protect -2.9, HIF-2a inh 1.9 and Peg3 promoter 8.8.
Screening O=C(C[C@@H]1C/C=C\C[C@H](Cc2ccc(F)cc2)C(=O)OC[C@H]2CCCN2C1=O)N[C@H](CO)Cc1ccccc1 returned m5-HT2A agonist -7.1, hiPSC survival -2.7, Shn3 inh set2 10.5, PDI inh 6.9, NR2E3 ag-2 1.9, MITF TRPM1 inh 5.6, CaV13 FRET inh -8.4, Cardio protect 36.2, HIF-2a inh 11.3 and Peg3 promoter 8.8.
Cc1cnc(C(=O)OCC(=O)NCc2ccccc2)cn1 was read as m5-HT2A agonist 0.2, hiPSC survival 6.9, Shn3 inh set2 1.1, NR2E3 ag-1 1.0, PDI inh 13.1, NR2E3 ag-2 -24.2, MITF TRPM1 inh -0.2, CaV13 FRET inh -5.7, Cardio protect -1.5, HIF-2a inh 10.2 and Peg3 promoter 12.8.
`CC(C)CNC(=O)CN1c2cccc3cccc(c23)S1(=O)=O` gave m5-HT2A agonist -11.3, hiPSC survival -0.6, Shn3 inh set2 -4.5, NR2E3 ag-1 -1.4, PDI inh -5.6, NR2E3 ag-2 11.8, MITF TRPM1 inh -4.6, CaV13 FRET inh -4.6, Cardio protect 7.8, HIF-2a inh 5.4 and Peg3 promoter -4.0.
For Cc1ccc(C(=O)N[C@H](C(=O)Nc2sccc2C(N)=O)C(C)C)cc1 the results were m5-HT2A agonist -4.7, hiPSC survival -0.5, Shn3 inh set2 5.9, NR2E3 ag-1 2.4, PDI inh 8.6, NR2E3 ag-2 -17.1, MITF TRPM1 inh 1.5, CaV13 FRET inh -3.9, Cardio protect -10.3, HIF-2a inh -13.3 and Peg3 promoter -9.8.

The list goes on, starting with the last 2 of the part before.
`CC(C)CNC(=O)CN1c2cccc3cccc(c23)S1(=O)=O` gave m5-HT2A agonist -11.3, hiPSC survival -0.6, Shn3 inh set2 -4.5, NR2E3 ag-1 -1.4, PDI inh -5.6, NR2E3 ag-2 11.8, MITF TRPM1 inh -4.6, CaV13 FRET inh -4.6, Cardio protect 7.8, HIF-2a inh 5.4 and Peg3 promoter -4.0.
For Cc1ccc(C(=O)N[C@H](C(=O)Nc2sccc2C(N)=O)C(C)C)cc1 the results were m5-HT2A agonist -4.7, hiPSC survival -0.5, Shn3 inh set2 5.9, NR2E3 ag-1 2.4, PDI inh 8.6, NR2E3 ag-2 -17.1, MITF TRPM1 inh 1.5, CaV13 FRET inh -3.9, Cardio protect -10.3, HIF-2a inh -13.3 and Peg3 promoter -9.8.
CC1OC(C)(C)OC1C1CNc2nc(NC(=O)C(C)(C)C)[nH]c(=O)c2N1C(=O)c1cccnc1 (stereo not given) was read as m5-HT2A agonist 2.4, hiPSC survival 1.2, Shn3 inh set2 -22.5, NR2E3 ag-1 0.8, PDI inh 0.3, NR2E3 ag-2 -15.0, MITF TRPM1 inh 11.4, CaV13 FRET inh -3.0, Cardio protect 1.0, HIF-2a inh 9.1 and Peg3 promoter -0.8.
For O=c1[nH]c(CSc2cccc[n+]2[O-])nc2ccccc12 the results were m5-HT2A agonist 6.5, hiPSC survival 1.0, Shn3 inh set2 -7.0, NR2E3 ag-1 -4.1, PDI inh -2.9, NR2E3 ag-2 -0.1, MITF TRPM1 inh 22.7, CaV13 FRET inh 3.7, Cardio protect 21.1, HIF-2a inh -20.2 and Peg3 promoter -14.3.
Screening Cc1onc(-c2ccccc2)c1C(=O)N/N=C/c1cc2c(cc1Cl)OCO2 returned m5-HT2A agonist -3.3, hiPSC survival -0.4, Shn3 inh set2 26.8, NR2E3 ag-1 -2.4, PDI inh -3.6, NR2E3 ag-2 -16.5, MITF TRPM1 inh 8.7, CaV13 FRET inh -16.3, Cardio protect -8.2, HIF-2a inh 20.1 and Peg3 promoter 29.0.
For O=c1c(-c2ccc3c(c2)OCCO3)coc2cc(OC3OC(CO)C(O)C(O)C3O)ccc12 (stereo not given) the results were m5-HT2A agonist -2.0, hiPSC survival -0.2, Shn3 inh set2 -61.4, NR2E3 ag-1 -0.4, PDI inh 2.8, NR2E3 ag-2 -54.8, MITF TRPM1 inh -87.4, CaV13 FRET inh -2.7, Cardio protect -14.1, HIF-2a inh -246.9 and Peg3 promoter -150.6.
O=c1cc(Cl)[nH]n(-c2ccccc2)c1=O was read as m5-HT2A agonist -6.2, hiPSC survival -0.7, Shn3 inh set2 4.9, NR2E3 ag-1 -1.0, PDI inh -2.2, NR2E3 ag-2 5.6, MITF TRPM1 inh 2.6, CaV13 FRET inh -19.5, Cardio protect -6.0, HIF-2a inh 11.2 and Peg3 promoter -1.5.
Screening O=C(COC(=O)c1cncc(Br)c1)NCc1ccc(F)cc1 returned m5-HT2A agonist 0.5, hiPSC survival 1.2, Shn3 inh set2 -4.9, NR2E3 ag-1 -1.0, PDI inh -14.4, NR2E3 ag-2 -16.6, MITF TRPM1 inh 3.4, CaV13 FRET inh -3.2, Cardio protect 2.9, HIF-2a inh 18.6 and Peg3 promoter 3.2.
Screening CCN(CC)C(=O)C(Oc1ccc(C)nc1[N+](=O)[O-])c1ccccc1 (stereo not given) returned m5-HT2A agonist 2.7, hiPSC survival -0.6, Shn3 inh set2 7.0, NR2E3 ag-1 4.1, PDI inh -2.0, NR2E3 ag-2 -4.4, MITF TRPM1 inh -1.7, CaV13 FRET inh -2.9, Cardio protect -1.4, HIF-2a inh 5.5 and Peg3 promoter 11.8.
`CCOc1ccc2sc(NS(=O)(=O)c3ccc(OC)c(OC)c3)nc2c1` gave m5-HT2A agonist 4.2, hiPSC survival -1.1, Shn3 inh set2 -92.5, NR2E3 ag-1 4.5, PDI inh 6.1, NR2E3 ag-2 -17.5, MITF TRPM1 inh 11.4, CaV13 FRET inh -10.3, Cardio protect -4.6, HIF-2a inh 11.9 and Peg3 promoter -100.5.
Screening COc1ccc(-c2cc(C(F)F)n3ncc(C(=O)NCCCN4CCCC4=O)c3n2)cc1 returned m5-HT2A agonist 5.7, hiPSC survival 1.8, Shn3 inh set2 28.6, NR2E3 ag-1 5.0, PDI inh -7.8, NR2E3 ag-2 17.7, CaV13 FRET inh -6.2, Cardio protect 28.6, HIF-2a inh -9.9 and Peg3 promoter 17.3.
`CN/N=C/c1ccc(C#N)cc1` gave m5-HT2A agonist -2.3, hiPSC survival -1.5, Shn3 inh set2 -17.0, NR2E3 ag-1 0.5, PDI inh 6.2, NR2E3 ag-2 -14.1, MITF TRPM1 inh -0.5, CaV13 FRET inh 1.9, Cardio protect 2.0, HIF-2a inh -8.1 and Peg3 promoter -8.2.
O=C(Oc1ccccc1Cl)c1ccccc1 was read as m5-HT2A agonist 11.3, hiPSC survival 1.0, Shn3 inh set2 -0.3, PDI inh -0.4, NR2E3 ag-2 26.3, MITF TRPM1 inh 2.0, CaV13 FRET inh -6.4, Cardio protect -3.7, HIF-2a inh 2.9 and Peg3 promoter 3.6.
For CN(C)c1nc(N)nc(CSc2nnnn2-c2ccc(Cl)cc2)n1 the results were m5-HT2A agonist -5.4, hiPSC survival 6.7, Shn3 inh set2 -4.0, PDI inh -4.7, NR2E3 ag-2 2.3, CaV13 FRET inh -4.7, Cardio protect -3.2, HIF-2a inh 16.3 and Peg3 promoter 11.6.
For O=C(NNC(=O)C1CC1)c1cc(Cl)nc2ccccc12 the results were m5-HT2A agonist -5.7, hiPSC survival 1.2, Shn3 inh set2 7.9, NR2E3 ag-1 1.4, PDI inh 0.0, NR2E3 ag-2 -32.1, MITF TRPM1 inh 12.5, CaV13 FRET inh -10.3, Cardio protect 1.5, HIF-2a inh 24.8 and Peg3 promoter 5.1.
`Cc1nn(CC(=O)NC2CCCCC2)c(=O)c2cccn12` gave m5-HT2A agonist 2.6, hiPSC survival 0.4, Shn3 inh set2 -15.6, NR2E3 ag-1 -4.1, PDI inh 0.0, NR2E3 ag-2 2.2, MITF TRPM1 inh -10.2, CaV13 FRET inh -14.7, Cardio protect 3.7, HIF-2a inh -3.6 and Peg3 promoter -11.1.
Screening N#Cc1cccc(NC(=O)c2cc(C3CCCCN3S(=O)(=O)c3ccccc3)on2)c1 (stereo not given) returned m5-HT2A agonist 2.3, hiPSC survival -2.1, Shn3 inh set2 -3.7, PDI inh 4.6, NR2E3 ag-2 -9.8, CaV13 FRET inh -5.4, Cardio protect 0.2, HIF-2a inh -25.7 and Peg3 promoter 0.3.
`Cc1ccc(-c2csc(N3CCN(c4cc5c(cc4Cl)nc(-c4ccncc4)n5CCOCCO)CC3)n2)cc1` gave m5-HT2A agonist -1.3, hiPSC survival -1.6, Shn3 inh set2 21.8, NR2E3 ag-1 1.2, PDI inh -7.2, NR2E3 ag-2 3.3, MITF TRPM1 inh 10.0, Cardio protect 12.2, HIF-2a inh 7.2 and Peg3 promoter 17.0.
